Compound activity: PubChem BioAssay, The Scripps Research Institute Molecular Screening Center
CHO-K1 Ca antag – nonselective inhibitor or artifact in parental CHO-K1 cells | ATP-induced calcium, Fluo-8 fluorescence | inhibition, % at 3 µM | actives 0.6% (n = 360,000);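 active means inhibition above a per-plate cutoff, the plate's mean sample inhibition plus 3 SD, cut at about 24% in these data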;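 further: 0% = DMSO plus EC80 ATP and 100% = DMSO alone without ATP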
CHRM1 PAM – positive allosteric modulators of human M1 muscarinic receptor. actives 0.088% (n = 360,000). CHO-K1 hM1, Fluo-8 calcium fluorescence, ACh EC20; 0% = ACh EC20, 100% = maximal ACh. AID 588819. activation, % at 3 µM; in the data active means activation above about 19%, passing the limit was not always enough
Target sequence (P11229 whole entry, looked up): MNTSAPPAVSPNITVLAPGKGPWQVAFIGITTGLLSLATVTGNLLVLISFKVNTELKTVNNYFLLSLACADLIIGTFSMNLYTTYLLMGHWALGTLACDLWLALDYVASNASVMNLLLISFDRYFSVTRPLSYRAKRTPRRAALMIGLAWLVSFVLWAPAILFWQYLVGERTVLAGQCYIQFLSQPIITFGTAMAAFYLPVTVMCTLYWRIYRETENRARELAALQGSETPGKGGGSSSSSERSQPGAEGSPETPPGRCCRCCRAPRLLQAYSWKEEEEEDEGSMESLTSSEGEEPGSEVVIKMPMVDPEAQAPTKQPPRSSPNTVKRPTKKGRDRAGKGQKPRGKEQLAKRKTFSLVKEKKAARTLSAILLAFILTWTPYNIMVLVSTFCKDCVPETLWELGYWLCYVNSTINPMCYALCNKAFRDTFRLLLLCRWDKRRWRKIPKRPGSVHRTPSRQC
CHO parental Ca – counter-screen: ATP calcium response change in parental CHO cells; inhibition, % at 5.6 µM; parental CHO-K1, ATP-induced calcium, Fluo-8 fluorescence; actives 0.63% (n = 330,000);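 active means inhibition above that plate's mean sample inhibition plus 3 SD, cut at about 26% in these data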;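 further: 0% = ATP-challenged DMSO wells and 100% = DMSO wells without ATP; some compounds past the cut are filed as inactive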
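Assay system: parental CHO cells; Read-out basis: percent inhibition of ATP-evoked calcium rise, normalized to controls; Benchmarks: ATP and no-ATP DMSO wells; Compound dosing: single nominal dose of 5.6 µM per compound; Signal: Fluo-8 calcium dye fluorescence; Also added: ATP as calcium-mobilizing challenge; Repeats: singlicate.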
TAAR1 antag – antagonists of human TAAR1 | Q96RJ0 | CHO RD-HGA16 TAAR1, Fluo-8 calcium fluorescence, antagonist | inhibition, % at 3 µM | actives 1.5% (n = 360,000);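 active means inhibition above a per-plate cutoff, the mean inhibition of test compounds on that plate plus 3 SD, cut at about 49% in these data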;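 further: 0% = DMSO plus EC80 beta-PEA response and 100% = DMSO alone without agonist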
Target sequence (Q96RJ0 whole entry, looked up): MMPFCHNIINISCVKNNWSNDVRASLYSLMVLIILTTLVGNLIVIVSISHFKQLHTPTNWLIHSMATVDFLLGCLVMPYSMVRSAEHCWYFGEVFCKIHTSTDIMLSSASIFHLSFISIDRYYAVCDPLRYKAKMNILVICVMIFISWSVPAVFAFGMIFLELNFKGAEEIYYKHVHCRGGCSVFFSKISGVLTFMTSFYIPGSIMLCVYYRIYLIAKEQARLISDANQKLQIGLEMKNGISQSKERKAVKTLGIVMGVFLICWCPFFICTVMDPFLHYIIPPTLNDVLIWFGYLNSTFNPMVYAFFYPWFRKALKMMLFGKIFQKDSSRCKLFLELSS
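Test system: hTAAR1-expressing CHO RD-HGA16 cells, Gα16-coupled; Probe or stimulus: EC80 β-phenethylamine stimulus; Compound dosing: single nominal final test compound concentration of 3 µM; Timing: 140 s kinetic read after compound, 140 s after agonist; Signal: Fluo-8 calcium-sensitive fluorescence; Measure: % inhibition of agonist calcium response; Controls: DMSO and EC80 PEA controls.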
M1 antag – antagonists of human M1 muscarinic receptor; CHO-K1 hM1, Fluo-8 calcium fluorescence, ACh EC80 antagonist; inhibition, % at 3 µM; AID 588852; actives 1.3% (n = 360,000);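 active means percent inhibition above its own plate's cutoff, namely the mean of that plate's compound wells plus 3 SD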;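 further: peak over basal fluorescence ratio during 140 s after agonist addition; 0% = ACh EC80 plus DMSO and 100% = DMSO alone without agonist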
CHO-K1 Ca ag – counter-screen for M1 agonists: effect in parental CHO-K1 cells | Fluo-8 calcium fluorescence; scaled to maximal ATP response, vehicle zero | activation, % at 3 µM | actives 0.48% (n = 360,000) | AID 602248; in the data active means activation above about 15%;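 further: untransfected CHO-K1 host cells lacking M1 receptor as counterscreen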
CHRM1 agonist – agonists of human M1 muscarinic receptor; CHO-K1 hM1, Fluo-8 calcium fluorescence, agonist mode; 0% DMSO, 100% acetylcholine EC100; activation, % at 3 µM; actives 0.33% (n = 360,000); AID 588814;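 active means activation above the run's mean compound activation plus 3 SD, cut at about 16% in these data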;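 further: peak over basal fluorescence ratio within a 140 s kinetic read after compound addition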
CHO-K1 Ca PAM – counter-screen for M1 PAMs: effect in parental CHO-K1 cells. ATP EC20, Fluo-8 calcium fluorescence; 0% at ATP EC20, 100% at ATP max. activation, % at 3 µM. actives 0.02% (n = 360,000);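 active means activation above the run cutoff, the mean activation of all test compounds plus 3 SD, cut at about 40% in these data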;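 further: peak over basal fluorescence ratio in a 140 s read after ATP addition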
TAAR1 ag – human TAAR1 agonism; Q96RJ0; CHO RD-HGA16 TAAR1, Fluo-8 calcium fluorescence; vehicle wells 0%, saturating PEA agonist 100%; activation, % at 3 µM; actives 0.99% (n = 360,000);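 active means activation above the mean activation of all test compounds in the run plus 3 SD, cut at about 38% in these data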
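Repeats: no replicates (n 1) | Material: CHO-derived RD-HGA16 cells with stable Gα16 and human TAAR1 | Technique: Kinetic Fluo-8 calcium fluorescence | Schedule: 17-24 h seeding, 75 min 37 °C dye, 30 min RT | Evaluation: % activation from peak over basal fluorescence ratio, DMSO-to-PEA scaled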
* hit, by the source's call; . = no result given.

Fields: CHO-K1 Ca antag	CHRM1 PAM	CHO parental Ca	TAAR1 antag	M1 antag	CHO-K1 Ca ag	CHRM1 agonist	CHO-K1 Ca PAM	TAAR1 ag
CCCNC(=O)Nc1nnc(C2CC2)s1
  2.2	10.9	0.1	4.1	-5.6	-0.2	-9.0	4.2	6.0
Cc1ccc(/C(N)=N/OC(=O)CN(C)S(=O)(=O)c2ccc(C)cc2)cc1
  -3.2	-6.8	-5.1	7.2	1.7	3.6	-0.6	-6.8	0.4
CC(C)(C)c1cc(CCC(=O)N2CCNCC2)c(C(C)(C)C)cc1O
  10.1	-3.9	-21.3	-13.7	6.8	0.2	-2.5	-5.6	4.5
CCOC(=O)CSc1nc(C)[nH]c1[N+](=O)[O-]
  22.9	3.6	-7.7	-11.3	-3.4	-0.6	-4.0	-12.4	5.8
CCCc1nc(SCC(=O)c2ccc3c(c2)NC(=O)CO3)[nH]c(=O)c1CC
  -22.9	8.9	.	-4.3	-2.3	1.0	-2.8	16.0	10.9
COc1ccc(NC(=S)NC(=O)CC(C)C)c(OC)c1
  -2.9	7.4	-20.8	3.3	-3.1	10.3	-11.7	21.0	4.7
CC(C)Cc1nnc(NC(=O)CSc2nc(O)c(Cc3ccccc3)c(=O)[nH]2)s1
  -8.5	12.6	-2.2	-11.7	-4.6	6.6	-7.7	16.0	-0.7
Cc1cc(C)c(C)c(OCC(=O)NCCN(C)C)c1
  -3.1	9.6	-7.5	-3.5	-3.8	0.5	-4.3	4.5	0.6
O=C(c1ccncc1)N(Cc1ccccc1)Cc1nc2ccccc2c(=O)[nH]1
  -9.9	1.3	-8.9	-6.1	5.2	1.2	-2.7	26.4	3.8
Cc1cccc(C)c1-n1c(C)cc(/C=N/NC(N)=S)c1C
  -11.4	-4.0	0.6	5.6	6.9	-0.3	-4.2	13.9	14.6
CCC(C(=O)NC1CCCC1)N(C(=O)Cn1nnc(-c2ccc(OC)c(OC)c2)n1)c1cccc(O)c1 (stereo not given)
  -4.5	2.8	-25.0	-7.3	-9.5	4.2	-8.0	1.2	3.7
CCCn1c(=O)c(C(=O)OCC)c(O)c2cc(Br)ccc21
  -2.6	-2.9	-2.7	-31.8	2.5	0.5	-1.4	18.7	4.9
CCOC(=O)c1ccccc1NC(=O)CSc1nncn1C
  -8.1	6.5	-8.2	2.3	-0.9	3.3	-1.9	14.1	-1.4
Cn1c(CNS(=O)(=O)c2ccc(Cl)cc2)cc(=O)n(C)c1=O
  -6.4	14.2	-5.3	4.0	-1.0	0.1	-3.3	9.3	1.9
CCCCNC(=O)c1ccc(N2CCC3(CC2)OCCO3)c([N+](=O)[O-])c1
  -7.4	-5.4	4.3	11.8	10.2	2.3	-7.6	23.8	-0.1

Fields: CHO-K1 Ca antag	CHRM1 PAM	CHO parental Ca	TAAR1 antag	M1 antag	CHO-K1 Ca ag	CHRM1 agonist	CHO-K1 Ca PAM	TAAR1 ag
Cc1ccc(C)c(N(CC(=O)NN=C2CCN(C)CC2)S(=O)(=O)c2ccccc2)c1
  -4.4	2.6	-24.4	0.9	-4.8	0.4	-10.9	15.9	-0.9
O=C(NCc1ccccc1)c1ccc(CNc2c(N3CCCC3)c(=O)c2=O)cc1
  -6.9	7.9	-12.9	3.0	-21.0	0.5	0.4	13.4	-0.4
CCN1CCN(S(=O)(=O)c2ccc(Cl)c(C(=O)NC3CC3)c2)CC1
  -12.0	3.1	6.8	-3.3	-0.6	1.1	-6.7	4.1	2.6
CCCCNC(=O)Cc1cc(=O)[nH]c(=O)[nH]1
  10.8	10.8	0.0	-2.7	-16.4	-0.2	0.9	9.3	2.7
CCCCCc1cc(=O)oc2c(C(CCN(CC)CC)c3cc(OC)c(OC)c(OC)c3)c(OC)cc(OC)c12 (stereo not given)
  10.2	-20.2	-14.2	11.1	15.1	2.1	-13.6	4.0	10.6
Cc1cc(/C=N/Nc2ncnc(N)c2[N+](=O)[O-])c(C)n1-c1ccccc1
  -24.9	0.2	-26.5	10.9	-20.0	2.2	12.9	15.0	72.8*
O=C(c1nn(Cc2ccccc2)c(=O)c2ccccc12)N1CCc2ccccc2C1
  -6.7	-12.1	-30.1	21.2	10.1	0.1	-4.5	13.4	9.3
O=C(c1cc(F)ccc1F)C1CCCN(C(=O)c2ccc3nccnc3c2)C1 (stereo not given)
  3.8	-0.3	-16.9	-14.0	3.6	0.6	-5.4	0.6	6.5
COc1cccc(CNC(=O)CCS(=O)(=O)c2cccs2)c1
  -9.1	9.7	-15.3	-5.4	-12.1	0.6	-2.7	19.4	1.2
COc1ccc(C)cc1NC(=O)CSc1nc2ccccc2nc1N1CCCC1
  1.3	-1.4	-2.6	-30.0	-4.1	0.0	-4.8	8.2	-0.1
O=C(COc1ccc2c3c(c(=O)oc2c1)CCCC3)NCc1cccnc1
  -19.6	11.1	-17.1	-22.8	-21.6	1.2	-1.9	5.5	3.4
Cc1cccc(C(=O)NC(=S)NC(C)c2ccccc2)c1 (stereo not given)
  -10.4	3.3	-24.9	-17.3	-9.9	0.3	-3.1	3.5	1.3
O=C(N1CCN(c2ccccn2)CC1)N1c2ccccc2Sc2ccccc21
  8.3	-12.9	-27.0	-1.6	20.8	-0.4	-6.2	-5.9	-1.4
CCc1cccc(N(C(=O)c2csnn2)C(C(=O)NC(C)(C)C)c2ccccn2)c1 (stereo not given)
  11.4	1.1	-16.3	-5.8	3.8	-0.8	-4.1	-11.5	10.3
Cc1ccc(OCCCN2CCCC2)c(C)c1
  -1.8	3.8	-3.9	-18.3	-3.9	0.1	-5.2	12.2	5.8

Fields: CHO-K1 Ca antag	CHRM1 PAM	CHO parental Ca	TAAR1 antag	M1 antag	CHO-K1 Ca ag	CHRM1 agonist	CHO-K1 Ca PAM	TAAR1 ag
COCCCNC(=O)CC1C[C@H](C(=O)N2CCCCC2)[C@@]2(C)c3[nH]c4ccc(OC)cc4c3CCN2C1=O (stereo not given in full)
  -8.4	14.1	-26.7	7.9	-16.9	-0.2	-0.9	11.2	1.1
CN(C(=O)CN1C(=O)c2ccccc2S1(=O)=O)c1ccccc1C(=O)O
  -6.6	2.0	-2.4	11.3	-5.1	0.6	-4.7	10.1	11.6
CCc1cccc2c(C#N)cn(CC(=O)NCCOC)c12
  10.2	-2.4	-7.6	-6.0	6.7	-0.1	-2.1	-6.8	2.4
CCN(CC)CCOCCn1c(C)ccc1C
  -5.4	-4.3	.	2.3	3.7	0.2	-8.3	1.8	0.2
O=C(Cc1ccccc1)Nc1ccc(Cl)cn1
  -4.0	8.7	-0.1	-8.3	-3.2	0.0	-1.1	1.6	3.1
O=S(=O)(Nc1ccc(Br)cn1)c1ccc(Cl)s1
  -1.6	-5.4	-15.8	-33.4	8.3	0.2	-2.5	-6.9	-1.9
Cc1cc(C)c(NC(=S)NCCCSC2CCCCC2)c(C)c1
  -12.3	-1.2	-18.6	-3.3	0.6	0.0	-3.0	8.8	0.8
O=C(NCc1ccccc1Cl)C1CCC(=O)N1Cc1ccc(F)cc1 (stereo not given)
  -13.2	1.6	-6.1	-8.6	-9.4	1.4	-4.3	5.6	-0.2
Cc1ccc2c(c1)N(CC(=O)NCCc1c[nH]c3ccccc13)C(=O)CO2
  -25.0	4.5	-10.6	3.9	-11.8	3.1	-0.7	1.3	1.4
COc1ccc(OC)c(C(=O)c2ccc(C(=O)N3CCCCC3)cc2)c1
  17.1	7.7	5.5	-2.6	-8.8	0.3	-4.1	-5.7	9.5
O=C(NNc1cc(N2CCOCC2)nc(N2CCOCC2)n1)C12CC3CC(CC(C3)C1)C2
  -12.7	9.4	-10.5	-26.9	-3.1	0.5	-6.0	25.4	0.4
O=C(c1ccc(C(F)(F)F)cc1)N1CCC(=O)N(C(COCc2ccc(C(F)(F)F)cc2)Cc2ccccc2)CC1 (stereo not given)
  -2.6	3.2	-26.3	7.9	-0.6	0.2	-4.0	-1.9	0.9
COc1ccc(CNC(=O)C(Cc2ccccc2)n2cccc2)cc1 (stereo not given)
  -6.3	7.6	-16.2	-7.3	-11.9	0.9	-4.6	7.3	0.1
Fc1ccc(CN2CCCCCCC2)cc1
  -18.7	2.6	3.1	6.7	-20.9	0.1	-2.3	13.6	3.5
Nn1c(SCC(=O)Nc2ccc3c(c2)OCO3)nnc1C1CCCCC1
  -12.7	15.4	-14.1	-21.8	-21.7	-0.7	-9.7	28.5	0.2

Fields: CHO-K1 Ca antag	CHRM1 PAM	CHO parental Ca	TAAR1 antag	M1 antag	CHO-K1 Ca ag	CHRM1 agonist	CHO-K1 Ca PAM	TAAR1 ag
O=C(CCCC(=O)N1CCCc2ccccc21)N1CCCc2ccccc21
  -5.8	-0.5	-20.6	14.5	6.1	6.2	-1.6	8.8	11.8
N#Cc1nnn(-c2cc(Cl)cc(Cl)c2)c1N
  -4.9	1.9	3.3	-1.8	-4.5	1.1	-3.9	9.6	1.2
COC(=O)CSc1nc(C)cc(C)c1C#N
  -3.5	5.9	-15.3	-19.6	-1.6	0.7	-10.3	13.6	-0.1
CC(=NNC(=S)N1CCN(C2CCCCCC2)CC1)c1ccccn1
  -1.5	3.4	.	-3.6	-18.0	0.4	-3.3	3.4	1.2
O=c1cc(CN2CCN(c3ccccc3)CC2)c2cc(O)c(-c3ccccc3)cc2o1
  0.9	1.9	-4.9	-8.3	-29.4	6.1	-0.6	15.9	0.9
Cc1ccccc1NC(=O)CCNS(=O)(=O)c1ccc2c(c1)CCC(=O)N2
  -8.3	5.4	-10.4	-22.7	-6.3	0.5	-2.3	4.6	5.4
Cc1cc2cc(CNC(=O)c3cccs3)ccc2[nH]1
  -4.4	0.8	6.5	3.2	-2.7	3.4	-4.2	2.7	1.9
CCCN(C(=O)c1cc(-c2ccco2)nc2ccccc12)c1c(N)n(Cc2ccccc2)c(=O)[nH]c1=O
  10.2	3.8	-11.5	-29.2	-5.7	0.1	-2.4	16.0	1.1
